# Screening data: PubChem, Broad Institute
# SR-BI uptake up – activators of SR-BI mediated DiI-HDL uptake, primary screen, ldlA[mSR-BI] CHO cells, DiI fluorescence; 3 h; 100 = double the neutral-control signal; activation, % at 12.5 µM; hit rate 0.096% among 320,000; AID 504775, 2011;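 active means mean replicate activation of at least 60% and every replicate at or above 60%; inconclusive means mean or all-replicate condition met, but not both; inactive means mean below 60% and not all replicates reaching 60%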;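 further: 0% = median plate neutral-control signal and 100% = twice that signal; values of inactives mirror those of a sister screen read the other way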
#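 Test system: SR-BI-overexpressing, LDLR-lacking CHO cells; Medium: Ham's F12 with 0.5% BSA, HEPES 25 mM, pH 7.4; Schedule: 3 h, 37 °C; Technique: bottom-read fluorescence, 550/595 nm.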
# CAL PDZ FP-1 – untagged CAL PDZ binding inhibitors, primary screen, biochemical, fluorescence polarization, HTS; hit rate 0.92% among 300,000; inhibition, % at 24.9 µM; AID 602252, 2012; purified CAL PDZ, TMR-peptide fluorescence polarization, 1 h; Golgi-associated PDZ and coiled-coil motif-containing protein (Homo sapiens), Q9HD26;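 active means mean inhibition of at least 30% with at least half of replicates also reaching 30%; inconclusive means no clear call, values can overlap the other calls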;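 further: 0% = DMSO neutral control and 100% = excess unlabeled competitor peptide PRC23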
# CAL PDZ FP-2 – CAL PDZ peptide-binding inhibitors, primary screen, biochemical, fluorescence polarization, Cer-tagged CAL PDZ, HTS; inhibition, % at 20 µM; hit rate 0.02% among 330,000; AID 504414, 2011; Golgi-associated PDZ and coiled-coil motif-containing protein (Homo sapiens), Q9HD26; purified CAL PDZ, TMR-peptide fluorescence polarization, 1 h;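 active means highest replicate inhibition of at least 40%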;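 further: plate controls were DMSO neutral control wells for no effect and unlabeled competitor peptide control wells for full effect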
#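 Material: tagged CAL PDZ protein CerCALP, purified; buffer or medium: sodium phosphate/NaCl buffer pH 7.4 with TCEP, IgG, Thesit; also added: fluorescent TMR peptide probe; schedule: 1 h incubation at room temperature before polarization reading; technique: fluorescence polarization from S- and P-plane intensities, G-factor corrected; control set: unlabelled peptide and DMSO controls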
# SR-BI HDL uptake – inhibitors of SR-BI mediated HDL lipid uptake, primary screen, ldlA[mSR-BI] cells, fluorescence, single point; inhibition, % at 12.5 µM; AID 488896, 2010; Scavenger receptor class B member 1 (Mus musculus), Q61009; ldlA[mSR-BI] CHO cells, DiI-HDL uptake fluorescence, 3 h; hit rate 0.96% among 320,000;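 active means mean replicate inhibition of at least 70% and a set share of replicates each scoring 70 or more; inconclusive means meets just one of the two criteria; inactive means fails both criteria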;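 further: 0% = median of neutral control wells and 100% = median of positive control wells; values of inactives mirror those of a sister screen read the other way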
# PvdQ inh – P. aeruginosa PvdQ acylase inhibitors, primary screen, biochemical, fluorescence, plate reader and imaging, single point; purified PvdQ acylase; hit rate 0.063% among 340,000; PvdQ acylase [Pseudomonas aeruginosa LESB58]; AID 488965, 2010; inhibition, % at 10 µM; in the data active means inhibition above about 30%, passing the limit was not always enough; inconclusive means no clear call, values can overlap the other calls;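 further: 0% = vehicle neutral wells and 100% = reference inhibitor wells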
# PfHsp90 yeast 2 – growth inhibition of PfHsp90-expressing yeast, primary screen, antimalarial PfHsp90 inhibitor project, S. cerevisiae, BacTiter-Glo luminescence, single point, set 2; inhibition, % at 9.4 µM; hit rate 0.32% among 310,000; BacTiter-Glo ATP, 48 h; yeast lacking PDR1 and PDR3 efflux regulators;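 active means every replicate shows inhibition above about 80%, whatever the replicate mean, limit read from the data; inconclusive means mean inhibition reaches the set limit but some replicate falls short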;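 further: 0% = DMSO neutral controls and 100% = 20 µM radicicol positive controls; yeast relying on Plasmodium falciparum Hsp90 in place of its own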
# dFosB activator – activators of delta FosB homodimer, primary screen, biochemical, fluorescence polarization, TAMRA-CDK5 oligo, single point. Protein FosB (Mus musculus), P13346. purified delta FosB; percent of positive-control signal above neutral wells. activation, % at 25 µM. hit rate 0.99% among 340,000. AID 493131, 2011;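 active means mean activation above about 17%, with every replicate also reaching it, limit read from the data, passing the limit was not always enough; inconclusive means only one of the two conditions met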;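 further: fluorescence polarization rise as delta FosB binds a TAMRA Cdk5 AP-1 oligo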
# MITF act – activators of MITF-driven TRPM1 promoter reporter, primary screen, cell-based, SK-MEL-5, luciferase, single point; SK-MEL-5 TRPM1-promoter luciferase, 24 h; % of positive control, neutral wells = 0; activation, % at 12.5 µM; hit rate 0.75% among 300,000;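 active means mean activation of at least 80% with every replicate also reaching 80%; inconclusive means mean reaches 80% but some replicate falls short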;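 further: 0% = neutral control wells and 100% = parthenolide positive control wells; values of inactives mirror those of a sister screen read the other way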
# NSD2 inh – NSD2 histone methyltransferase inhibitors, primary screen, biochemical, AlphaScreen, single concentration, set 2; hit rate 0.54% among 310,000; NSD2 peptide methylation, 120 min; Histone-lysine N-methyltransferase NSD2 (Homo sapiens), O96028; inhibition, % at 12.5 µM; in the data active means inhibition above about 50%
# Target sequence (O96028 whole entry, looked up): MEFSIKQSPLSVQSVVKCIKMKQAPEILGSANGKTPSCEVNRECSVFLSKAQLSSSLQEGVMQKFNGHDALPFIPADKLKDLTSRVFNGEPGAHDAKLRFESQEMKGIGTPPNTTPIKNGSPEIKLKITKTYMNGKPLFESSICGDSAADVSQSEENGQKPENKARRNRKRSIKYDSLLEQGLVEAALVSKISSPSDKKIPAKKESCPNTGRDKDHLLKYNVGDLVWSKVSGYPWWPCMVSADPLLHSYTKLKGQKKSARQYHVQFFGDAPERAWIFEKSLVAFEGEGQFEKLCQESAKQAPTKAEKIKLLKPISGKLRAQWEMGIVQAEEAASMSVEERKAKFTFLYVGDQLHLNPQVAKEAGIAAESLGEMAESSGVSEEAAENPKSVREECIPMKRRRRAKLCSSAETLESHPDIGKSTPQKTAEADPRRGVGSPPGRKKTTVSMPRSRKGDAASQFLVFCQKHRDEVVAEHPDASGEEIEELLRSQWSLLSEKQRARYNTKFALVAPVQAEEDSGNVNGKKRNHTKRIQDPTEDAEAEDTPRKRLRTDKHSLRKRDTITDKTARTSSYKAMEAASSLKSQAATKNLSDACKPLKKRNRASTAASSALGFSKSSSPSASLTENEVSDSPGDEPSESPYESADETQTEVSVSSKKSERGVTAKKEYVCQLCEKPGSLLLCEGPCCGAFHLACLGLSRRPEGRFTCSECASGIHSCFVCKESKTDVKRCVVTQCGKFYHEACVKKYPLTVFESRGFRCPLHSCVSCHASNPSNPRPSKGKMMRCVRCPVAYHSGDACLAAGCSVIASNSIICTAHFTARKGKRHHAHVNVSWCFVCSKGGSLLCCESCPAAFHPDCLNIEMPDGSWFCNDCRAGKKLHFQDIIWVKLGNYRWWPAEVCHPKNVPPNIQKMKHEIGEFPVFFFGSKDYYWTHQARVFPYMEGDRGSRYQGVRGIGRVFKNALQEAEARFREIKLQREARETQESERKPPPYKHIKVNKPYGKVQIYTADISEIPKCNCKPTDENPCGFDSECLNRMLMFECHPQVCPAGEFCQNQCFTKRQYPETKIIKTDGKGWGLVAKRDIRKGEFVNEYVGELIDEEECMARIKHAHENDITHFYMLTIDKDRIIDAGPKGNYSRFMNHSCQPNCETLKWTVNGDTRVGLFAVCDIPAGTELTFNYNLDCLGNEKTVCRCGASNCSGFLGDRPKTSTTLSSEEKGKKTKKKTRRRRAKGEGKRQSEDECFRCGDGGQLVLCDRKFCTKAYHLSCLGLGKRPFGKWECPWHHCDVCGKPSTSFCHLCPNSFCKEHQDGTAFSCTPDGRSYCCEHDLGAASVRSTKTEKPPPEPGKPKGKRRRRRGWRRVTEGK
# Rtt109 Vps75 – inhibitors of C. albicans Rtt109/Vps75 HAT, primary screen, biochemical, ThioGlo CoA-SH fluorescence, plate reader; Histone acetyltransferase RTT109 (Candida albicans (strain SC5314 / ATCC MYA-2876)), …; purified Rtt109/Vps75, 4 h; inhibition, % at 34.9 µM; hit rate 0.16% among 330,000; AID 540336, 2011;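 active means inhibition of at least 50% in every replicate; inconclusive means best replicate reaches 50% inhibition but some replicates fall short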
# Active calls of the source: *; ? = inconclusive; . = no result given.
SMILES,SR-BI uptake up,CAL PDZ FP-1,CAL PDZ FP-2,SR-BI HDL uptake,PvdQ inh,PfHsp90 yeast 2,dFosB activator,MITF act,NSD2 inh,Rtt109 Vps75
CC(=O)c1cccc(NS(=O)(=O)c2c(C(=O)N3CCOCC3)c(C)n(C)c2C)c1,18,21,-2.1,-18,-3,6,-2,2,1,-2
CS(=O)(=O)NCc1nnc(SCC(=O)NC2CCCCC2)n1-c1ccc(F)cc1,8,-1,-1.0,-8,-8,31,-7,-3,-3,-7
O=[N+]([O-])c1ccc(NCCCO)c(C(F)(F)F)c1,-15,-6,-1.0,15,-3,2,3,-16,0,2
COc1ccc(N(CC(=O)NCc2cccs2)S(=O)(=O)c2cccnc2)cc1,6,1,0.3,-6,2,-23,3,3,.,5
CON(C)c1nc(OCCNC(=O)OCc2ccc(Cl)cc2C)nc(N(C)C)n1,-42,-3,-0.6,42,0,0,1,5,-2,-1
Cc1cccc(NC(=S)N2CCC(c3nc4ccccc4o3)CC2)c1C,-22,0,-3.3,22,-13,-26,-6,1,3,9
CCCCn1cnc2sc3c(c2c1=N)CCCC3,1,-5,-0.1,-1,-11,.,-1,.,0,1
Cc1[nH]c2ccccc2c1C(=O)CN1CCC(C(N)=O)(N2CCCCC2)CC1,11,-2,-0.8,-11,1,-15,6,5,.,7
CC(/C=N/n1c(-c2cc(C)[nH]n2)n[nH]c1=S)=C\c1ccccc1,20,-6,-1.8,-20,-4,15,-8,-12,7,5
COc1ccccc1-c1cccc([C@@H]2C[C@H]3[C@H](CON3C)CN2C(=O)CCc2ccccc2)c1,-9,-15,-2.5,9,-21,-22,-7,6,.,-21
Cc1ccc(S(=O)(=O)N(CCO)Cc2ccccc2)cc1,2,0,0.1,-2,-7,0,-7,-4,-3,-10
CC1CC(C)CN(CCCNC(=O)c2nn(C)c3c2CS(=O)(=O)c2ccccc2-3)C1 (stereo unspecified),16,3,-2.0,-16,-7,19,-4,0,1,-7
CCOC(=O)N1CCN(S(=O)(=O)c2cccc3nonc23)CC1,7,-4,-0.2,-7,7,-22,1,-2,-1,-4
O=C(CCN1C(=O)CSC1=O)Nc1ccc(Br)cc1,8,-6,.,-8,-13,.,2,.,-1,-3
Cc1nc([N+](=O)[O-])cn1CC(O)c1ccc(Cl)cc1 (stereo unspecified),3,-3,-1.1,-3,-9,0,-1,.,3,-1
O=C(Cc1cccc(F)c1)Nc1ccc2c(c1)CCC2,.,.,-0.5,.,1,-11,-11,40,2,-17
Cc1cccc(NC(=O)CN2CCN(C(=O)c3cncn3-c3ccc(F)cc3)CC2)c1C,13,.,0.6,-13,-11,8,0,-1,-2,0
O=C(COC(=O)c1n[nH]c(=O)c2ccccc12)Nc1cccc(S(=O)(=O)N2CCOCC2)c1,3,-7,-2.2,-3,-1,11,-2,.,-1,-7
COc1cc(NC(=O)c2ccc(Br)cc2)ccc1NC(=O)c1cc2ccccc2o1,-40,-5,0.1,40,-8,-42,1,-8,-1,-1
Nc1ncnc2c1ncn2Cc1ccccc1,10,.,-0.8,-10,-2,-6,3,7,-2,-7
O=C(NCCc1ccc(Cl)cc1)C1CCCN1C(=O)Nc1ccccc1 (stereo unspecified),-40,-3,-0.7,40,-9,16,0,.,-4,1
O=C(NC1CCCCC1)N(CCN1CCOCC1)Cc1cc2cc3c(cc2[nH]c1=O)OCCO3,9,-5,-1.0,-9,-5,-1,-2,-12,.,-6
C=CCn1c(SCCOc2ccccc2)nnc1C(C)NC(=O)c1ccccc1 (stereo unspecified),-22,-2,-3.7,22,-14,.,-5,.,-2,13
N#CCCn1cc(/C=C2\NC(=S)N(c3ccccc3)C2=O)c(-c2ccc(-c3ccccc3)cc2)n1,-30,-2,1.1,30,0,-9,-4,6,-2,-2
Cc1c(Br)c([N+](=O)[O-])nn1C(C)C(=O)Nc1nccs1 (stereo unspecified),-13,-2,-0.5,13,-6,.,-2,12,0,-8
COc1nc(C)cc(C)c1S(=O)(=O)c1ccccc1,10,-15,-0.6,-10,0,1,-5,-3,1,-8
Cc1ccc(CNC(=O)Cn2nnc(C(=O)Nc3cccc(C)c3C)c2N)cc1,5,-4,-1.1,-5,-19,-4,6,9,2,-2
CCOc1cc(/C=N/Nc2nc(-c3cccc(S(=O)(=O)N4CCCC4)c3)cs2)ccc1O,-98,-3,0.4,98*,2,-24,-13,-5,-2,24
CCOC(=O)Cc1csc(NC(=O)Nc2ccc(Cl)cc2)n1,-17,-11,-2.4,17,-20,8,-2,-1,-4,-3
CC1CCN(C(=O)COC(=O)c2ccc(Cl)nc2)CC1,16,-2,-0.7,-16,-10,0,1,20,-4,-2
COc1ccc(CNC(=O)[C@@H](NC(=O)C2CCN(S(=O)(=O)c3ccccc3)CC2)C(C)C)cc1,-4,4,-0.6,4,-15,1,-3,1,3,3
CSc1cccc(NC(=O)c2ccc(CN3CCc4ccccc4C3)cc2)c1,-50,-7,-1.1,50,4,3,-4,-9,0,-2
COc1cccc(-c2nnc(SCC(=O)Nc3cc(C)ccc3OC)n2N)c1,2,-4,-1.3,-2,12,3,2,.,-2,11
O=c1[nH]c(SCc2cccc(Cl)c2)nc2c1CCCC2,12,.,-0.8,-12,-8,6,-2,-13,1,15
O=C(COc1ccc(/C=C2/NC(=O)NC2=O)cc1)Nc1ccc(F)cc1,4,-1,-2.3,-4,-8,12,40*,4,1,5
COC(=O)c1ccccc1NC(=O)Cn1cnc2c(cnn2-c2ccccc2)c1=O,7,.,-0.3,-7,-13,8,4,-11,-2,1
COc1ccc(NC(=O)NNC(=O)C(O)(c2ccccc2)c2ccccc2)cc1,13,-6,-0.8,-13,-12,6,-3,3,.,-1
Cc1ccc(S(=O)(=O)N2CCN(C(=O)c3cccs3)CC2)c(C)c1,-18,7,-1.6,18,-7,-18,-2,1,-4,-4
Cc1cc(C)c2nc(NCc3ccccc3O)sc2c1,-44,-3,-0.4,44,-21,7,0,95*,.,3
Cc1cc(-c2ccccc2)c2ccc(NC(=O)C(C)(C)C)nc2n1,?,4,-2.8,-89,-15,-2,-26,0,0,-3
Cc1ccc(C)c(S(=O)(=O)N2CCN(CC(=O)N3CCc4ccccc4C3)CC2)c1,-62,8,.,62,0,1,-7,-2,0,3
O=[N+]([O-])c1ccc(F)cc1F,1,-2,-1.2,-1,-2,.,4,4,.,-1
O=C(COc1nc2ccccc2nc1N1CCOCC1)NC1CCCCC1,4,-5,-2.1,-4,-10,2,-4,2,-4,-4
CS(=O)(=O)N1CCC(C(=O)N2CCC(Cc3ccccc3)CC2)CC1,8,-2,-2.1,-8,-12,1,-6,-1,35,-8
CCCCn1nnc(NC(=O)Cc2ccc(Cl)cc2)n1,7,-5,.,-7,-15,-12,-1,-2,-5,2
CC1=C(C(=O)Nc2ccccc2C)C(c2ccc(C)o2)N2C(=O)CSC2=N1 (stereo unspecified),-17,.,-0.9,17,-22,-7,-19,-2,.,3
CCOC(=O)CCN(C(=S)Nc1ccccc1)C1CCCCC1,29,-3,0.2,-29,-2,7,-1,13,-2,-4
CN(C)c1ccc(P(=O)(OCc2ccccc2)C(O)c2ccc(Br)cc2)cc1 (stereo unspecified),-8,.,-0.1,8,1,-7,-2,-2,-1,4

# 2 entries from above in another layout.
SMILES	SR-BI uptake up	CAL PDZ FP-1	CAL PDZ FP-2	SR-BI HDL uptake	PvdQ inh	PfHsp90 yeast 2	dFosB activator	MITF act	NSD2 inh	Rtt109 Vps75
CCCCn1nnc(NC(=O)Cc2ccc(Cl)cc2)n1	7	-5	.	-7	-15	-12	-1	-2	-5	2
CC1=C(C(=O)Nc2ccccc2C)C(c2ccc(C)o2)N2C(=O)CSC2=N1 (stereo unspecified)	-17	.	-0.9	17	-22	-7	-19	-2	.	3

# (next part)
SMILES,SR-BI uptake up,CAL PDZ FP-1,CAL PDZ FP-2,SR-BI HDL uptake,PvdQ inh,PfHsp90 yeast 2,dFosB activator,MITF act,NSD2 inh,Rtt109 Vps75
COC(=O)c1sc(NC(=O)c2c(F)cccc2F)c(C#N)c1C,-17,-9,-0.7,17,-6,.,5,8,2,0
COc1cccc(-c2c(-c3cc(OC)cc(OC)c3)n(C)c3ccc(-c4ccc5[nH]ccc5c4)cc23)c1,-63,-5,0.5,63,4,-10,-4,-15,.,-1
Cc1nn(-c2ccccc2)c2sc(C(=O)N3CCOCC3)cc12,-33,-2,.,33,-6,17,-21,25,0,-8
COc1ccc(-n2c(=S)[nH]c3cc(C(=O)NCCCN4CCOCC4)ccc3c2=O)cc1,18,2,-0.9,-18,-7,9,-4,10,0,-5
CS(=O)(=O)c1nc2ccccc2n1Cc1ccccc1,3,.,-0.4,-3,-3,-7,1,2,1,12
O=S(=O)(NCCOc1ccccc1F)c1cccc(Br)c1,19,6,-0.5,-19,3,.,-9,0,-1,-6
C=CCNS(=O)(=O)c1cccc(C(C)=O)c1,38,-1,-1.4,-38,2,-18,-2,2,-4,19
C=CCSc1nnc(CNS(=O)(=O)c2ccc(C)cc2)n1C,13,-4,0.2,-13,0,-27,1,6,0,-3
COc1cccc(/C=N/n2c(CO)nc3ccccc32)c1OC,-3,-1,-3.1,3,-6,.,-31,14,-2,-5
Oc1ccccc1N=Nc1ccccc1O,-87,-3,-2.3,87*,-5,0,-6,-13,21,-10
CCn1cc(S(=O)(=O)N2CCN(c3ccc(Cl)cc3)CC2)cn1,21,-3,-0.3,-21,-10,0,-19,-2,-3,2
CC(C)N(Cc1ccccc1)C(=O)CN1C(=O)c2ccccc2C1=O,16,-1,-1.5,-16,-12,-3,-1,-2,5,2
COc1ccc(NC(=O)C2CCN(c3nnnn3-c3ccccc3)CC2)cc1,-22,1,-1.6,22,-7,42,-6,-9,-2,-1
Nn1c(SCC(=O)N2CCOCC2)nnc1-c1ccccc1Cl,5,.,-0.8,-5,-11,-11,4,-3,1,0

# Random draw from the library (roughly 4.3% active in at least one column).
